Bioassay records (PubChem)
MCL1 BIM primary = disrupts human MCL1 binding to BIM-BH3 peptide | Q07820 | GST-MCL1 / FITC-Bim-BH3 fluorescence polarization | inhibition, % at 10.9 µM | 320,000 tested, 0.68% active;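 active = inhibition above the mean inhibition of all tested compounds plus 3 SD, set per campaign, cut at about 40% in these data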;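 note: 0% = DMSO wells and 100% = unlabeled Bim-BH3 peptide control; higher means more loss of mP so more displacement of Bim peptide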
MEX-5 binding = C. elegans MEX-5 TCR-2 RNA binding activity | Q9XUB2 | MEX-5/FITC-TCR2 RNA binding, fluorescence polarization; active compounds read low | activity score (negative = inhibition of binding), % at 10 µM | 300,000 tested, 0.38% active | AID 1832;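 active = inhibition past about -25% in most replicates, and total fluorescence under double the plate's negative control median, limit read from the data; inconclusive = replicates evenly split on the limit, or fluorescence at least double controls; inactive = too little inhibition in most replicates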;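 note: 0% = DMSO and -100% = 5 µM competing unlabeled TCR2 RNA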
Target sequence (Q9XUB2 whole entry, looked up): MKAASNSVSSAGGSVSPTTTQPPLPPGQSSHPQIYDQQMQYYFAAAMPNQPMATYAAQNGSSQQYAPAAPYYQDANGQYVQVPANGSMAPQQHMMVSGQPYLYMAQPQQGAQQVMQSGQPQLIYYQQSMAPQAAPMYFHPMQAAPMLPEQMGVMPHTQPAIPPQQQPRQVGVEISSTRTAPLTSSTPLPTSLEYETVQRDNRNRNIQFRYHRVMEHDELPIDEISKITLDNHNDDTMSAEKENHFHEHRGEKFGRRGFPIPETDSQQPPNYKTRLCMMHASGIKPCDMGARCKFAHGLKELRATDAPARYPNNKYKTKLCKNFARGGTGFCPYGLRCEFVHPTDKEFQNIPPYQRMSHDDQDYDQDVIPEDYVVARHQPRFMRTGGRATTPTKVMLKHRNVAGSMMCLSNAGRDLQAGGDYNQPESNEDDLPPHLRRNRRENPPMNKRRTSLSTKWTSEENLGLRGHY
GRK2 inh = human GRK2 inhibition via aptamer displacement; 330,000 tested, 0.59% active; P25098; AID 488847; bead flow cytometry, FAM-aptamer displacement from GRK2; inhibition of aptamer binding, % at 10 µM;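 active = inhibition of aptamer binding above 40%, roughly 3 SD of noise, on plates passing a quality check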;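 note: median bead fluorescence of bound FAM aptamer so fluorescent compounds give negative values; no value below 0 was filed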
Fam108B inh = counter-screen for RBBP9 inhibitors: inhibitors of mouse Fam108B | recombinant Fam108B, FP-Rh probe fluorescence polarization | inhibition, % at 9.51 µM | 300,000 tested, 0.33% active | AID 1947;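 active = inhibition above the screen mean inhibition plus 3 SD, computed separately per campaign, cut at about 18% in these data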;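 note: inhibitors lower polarization as less probe binds the enzyme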
BCLXL inh = inhibitors of human Bcl-xL; Q07817; GST-Bcl-xL / FITC-Bim BH3 peptide fluorescence polarization; inhibition, % at 10.9 µM; AID 2129; 320,000 tested, 0.7% active;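 active = inhibition above the mean of all tested compounds plus 3 SD, cutoff set per campaign, cut at about 30% in these data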;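 note: 0% = DMSO wells and 100% = unlabeled Bim-BH3 peptide competitor; inhibitors lower millipolarization by displacing the labeled peptide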
CIT2-GFP yeast = modulators of TOR pathway CIT2-GFP in S. cerevisiae. S. cerevisiae CIT2-GFP strain, flow cytometry, 3 h; 100 means same as DMSO wells. GFP response vs DMSO, % at 10 µM. 320,000 tested, 0.065% active;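 active = GFP response relative to DMSO above a set limit, near the screen mean plus 3 SD, cut at about 150% in these data; inconclusive = Fewer than 70 cells measured for a yeast strain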;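 note: ratio of well median GFP fluorescence to mean of DMSO wells on the plate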
VLA-4 inh = inhibition in a human VLA-4 binding assay | P13612 | VLA-4 expressing cells, ligand binding flow cytometry | inhibition, % (about 7 µM as worked out from the volumes in the protocol) | 330,000 tested, 0.2% active | AID 2557; in the data active = inhibition above about 50%
GLD-1 RNA inh = GLD-1-TGE RNA interaction inhibition (C. elegans). purified GLD-1 + fluorescein TGE RNA, fluorescence polarization. AID 2280. 320,000 tested, 0.44% active. inhibition, % at 5.96 µM;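 active = percent inhibition above a per-plate cutoff, the plate mean of test compounds plus 3 SD, cut at about 30% in these data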;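 note: 0% = DMSO wells with GLD-1 and probe and 100% = wells lacking GLD-1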
Target sequence (Q17339 whole entry, looked up): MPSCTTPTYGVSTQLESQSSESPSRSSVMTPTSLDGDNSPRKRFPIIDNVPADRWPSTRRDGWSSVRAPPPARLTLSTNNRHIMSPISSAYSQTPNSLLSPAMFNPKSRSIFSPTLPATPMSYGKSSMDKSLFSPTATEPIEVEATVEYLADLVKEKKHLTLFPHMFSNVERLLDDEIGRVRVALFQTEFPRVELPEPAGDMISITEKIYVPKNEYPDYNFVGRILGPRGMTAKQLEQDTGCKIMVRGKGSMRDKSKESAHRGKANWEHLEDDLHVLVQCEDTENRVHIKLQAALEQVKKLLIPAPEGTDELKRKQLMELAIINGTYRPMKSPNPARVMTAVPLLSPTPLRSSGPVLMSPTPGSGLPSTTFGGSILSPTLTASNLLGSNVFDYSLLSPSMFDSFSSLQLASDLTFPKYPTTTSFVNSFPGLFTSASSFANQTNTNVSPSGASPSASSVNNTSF
AGP1-GFP MLPCN = modulators of TOR pathway AGP1-GFP in S. cerevisiae; S. cerevisiae AGP1-GFP multiplex flow cytometry, 3 h; GFP as percent of DMSO wells; GFP response vs DMSO, % at 10 µM; 320,000 tested, 0.02% active;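 active = GFP response relative to DMSO above a set limit, near screen average plus 3 SD, cut at about 150% in these data; inconclusive = fewer than 70 cells counted for the yeast strain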;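 note: median GFP channel fluorescence of the gated AGP1 strain per well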
* marks the source's active call; other numbers are inactive results; u = inconclusive; x = not tested or not shown; [ ] = remark or other dose.

mol	AGP1-GFP MLPCN	GLD-1 RNA inh	MCL1 BIM primary	MEX-5 binding	GRK2 inh	BCLXL inh	VLA-4 inh	Fam108B inh	CIT2-GFP yeast
N=c1n(CC(=O)c2ccc([N+](=O)[O-])cc2)c2ccccc2n1Cc1ccc(Cl)cc1	102	-1	9	u	0	6	15	4	107
O=C(NC1CC1)C1=C[C@@H](c2coc3ccccc3c2=O)C[C@@H](OCCCCO)O1	92	0	9	0.2	2	6	-3	-1	87
N#C/C(=C\c1ccccc1)C(=O)OCC(=O)N1CCCC1	108	6	-5	1.7	0	0	-13	-3	110
O=C(NCc1cccnc1)c1ccc(COc2ccc3c(c2)CCC3)o1	103	4	7	2.1	6	5	8	-3	104
COc1ccc(NC(=O)CNC(=O)Cn2c(C)cc3ccccc3c2=O)c(OC)c1	109	-1	0	1.1	0	4	-7	4	101
Cc1cc(C)c(C)c(S(=O)(=O)NCc2ccco2)c1C	106	6	6	-1.0	1	9	7	0	101
CCOC(=O)c1c(C)[nH]c(C(=O)CSc2nc3ccccc3o2)c1C	97	0	0	-2.1	2	8	17	4	101
Cc1nc(N2CCC(C)CC2)c2c(C)c(C(=O)Nc3ccc(C(F)(F)F)cc3)sc2n1	95	0	0	-1.1	1	2	13	-32	99
Cc1ccc(-n2cccn2)c(CN2CCCC(C(=O)c3ccc4c(c3)OCO4)C2)c1 (centres undefined)	100	-4	-4	3.6	0	0	13	1	102
CC(=O)Nc1ccc(OCC(=O)NCCc2ccc(Cl)cc2)cc1	120	2	-12	-0.3	1	-8	11	2	89
CCCCc1nnc(NC(=O)C2CC(=O)N(c3ccc4c(c3)OCCO4)C2)s1 (centres undefined)	102	-5	-2	0.9	2	0	0	-6	90
N#CC1=C(SCC(=O)Nc2ccccc2)NC(=O)CC1c1ccc(O)cc1 (centres undefined)	99	4	8	-0.1	2	2	-4	2	103
Nc1nc(NCc2cccs2)nn1-c1ccccc1	105	-2	-4	3.3	0	1	2	5	115
COc1ccc(C(=O)c2coc3ccc(O)c(CN4CCCC4)c23)cc1	100	-1	1	1.8	2	2	0	3	97
CCOC(=O)c1cc2c(=O)c3cc(C)ccc3oc2nc1C	99	-6	3	-5.6	0	4	-3	0	101
CCN(CC)c1ccc(NC(=O)CSc2nnc3nc(C)cc(C)n23)cc1	101	4	2	-0.2	0	2	1	-3	112
O=C(CN1CCN(S(=O)(=O)c2ccc(Cl)cc2)CC1)NCC1(N2CCOCC2)CCCCC1	100	4	0	x	0	-4	4	x	100
COC(=O)Cn1cnc2c(oc3ccccc32)c1=O	102	5	0	-0.7	2	11	8	2	100
Cc1ccc(S(=O)(=O)NC(Cc2ccccc2)C(=O)NN)cc1 (centres undefined)	99	0	0	1.9	0	-6	10	1	102
CCOC(=O)C1=C(CS(=O)(=O)c2ccc(C)c(C)c2)NC(=O)NC1c1ccc(O)cc1 (centres undefined)	98	6	2	0.7	0	7	15	3	99
CC1(C)Cc2c(sc3c2C2=NCCN2C=N3)CS1	99	4	12	-1.1	0	10	2	0	99
O=C(Nc1nc(-c2ccc(F)c(F)c2)cs1)C1=COCCO1	31	7	-4	x	0	-3	-6	x	49
CC1CCCN(CCOCCSc2ccccc2)C1 (centres undefined)	x	6	2	-2.4	0	-1	9	0	x
COc1ccc(-c2nc(CSCC(=O)NC3CCCc4ccccc43)c(C)o2)cc1 (centres undefined)	90	-2	4	-3.1	3	-5	-2	-3	85
Cc1ccc(S(=O)(=O)Nc2cc(-c3ccccc3)nn2C)cc1Cl	106	-1	-3	2.4	1	6	-4	3	95
CC1(C)C2CCC1(CS(=O)(=O)Nc1cccc(S(N)(=O)=O)c1)C(=O)C2 (centres undefined)	103	0	4	1.5	5	3	-4	0	100
COc1ccc(-c2n[nH]c(=S)n2/N=C/C=C/c2ccccc2OC)cc1	99	2	-16	0.1	0	-14	8	-1	104
COc1ccc2c(Cl)c(C(=O)N/N=C/c3c(C)[nH]c4ccccc34)sc2c1	102	-8	-27	4.8	0	-3	-79	33*	104
O=C(NCCc1cccs1)c1ccc(CS(=O)Cc2ccc(Cl)cc2)o1 (centres undefined)	107	2	5	2.2	2	3	21	-3	102
COc1ccc(C(CC(=O)Nc2ccccc2OC)n2cccc2)cc1 (centres undefined)	94	-3	-2	-2.5	4	1	-5	-2	88
O=C(O)c1cccc(OS(=O)(=O)c2cc(Br)ccc2Br)c1	86	1	6	x	6	2	9	x	77
O=C(CNC(=O)c1ccco1)N/N=C/c1ccc(O)cc1O	104	3	13	-6.8	4	5	11	1	99
C/C(=N\NC(=O)C(N)=O)c1ccc(Br)cc1	101	-5	3	-3.2	0	5	6	3	97
Cc1ccc(CNCC(O)(c2ccc(F)cc2)c2ccc(F)cc2)cc1	105	7	6	-1.4	0	4	9	2	110
Cc1ccc(NC(=O)C2CC(=O)Nc3ncnn32)c(C)c1 (centres undefined)	107	7	5	1.4	0	7	4	3	100
CCCCCn1c(Sc2ccccc2)nc2c1c(=O)[nH]c(=O)n2C	98	-2	-13	-1.8	15	-9	2	-4	96
Cc1ccc(-n2c(=S)[nH]c3c(oc4ccccc43)c2=O)cc1	94	0	-8	-1.1	0	5	-9	-2	97
CC(C)Cc1cc(C(=O)Nc2cc(Br)ccc2O)no1	93	4	11	-0.5	0	5	-12	-4	89
Cc1ccc2c(c1)COc1c3ccc(C(=O)N[C@@H](C)CO)cc3nn1-2	85	3	2	-3.2	0	1	-5	-5	79
CCOC(=O)c1ccc(S(=O)(=O)NNS(=O)(=O)c2ccc(C)cc2)cc1	99	-5	9	-1.2	0	4	-42	-1	112
Cc1c2c(nc3ccccc13)CCC(C)C2 (centres undefined)	x	-8	1	-1.7	3	1	-1	1	88
COC1=CCC2([N+](=O)[O-])CN(CC(=O)O)CC1([N+](=O)[O-])C2 (centres undefined)	104	1	5	0.2	1	1	18	3	101
CCCn1cnnc1CNC(=O)C1CCC(=O)N(CCc2cccc(F)c2)C1 (centres undefined)	101	3	-1	-2.9	0	2	-7	-2	104
CCOc1ccccc1NC(=O)C(OC(=O)c1cnccn1)c1ccccc1 (centres undefined)	96	6	-2	-0.1	2	-1	0	-2	86
CCOc1ccccc1NC(=O)NCc1cccnc1	u	-33	5	-1.8	2	3	0	-6	u
Cc1cc(OC(C)C(=O)N2CCN(c3ccc(F)cc3)CC2)c2c(C)c(C)c(=O)oc2c1 (centres undefined)	92	-1	0	-1.5	0	3	-6	2	113
COCCNc1nc2c(c(=O)n(Cc3cccc(Cl)c3)c(=O)n2C)n1C	94	9	-6	-0.2	7	0	9	-2	97
COc1ccc(N/C=C/C(=O)c2ccc3c(c2)OCO3)cc1OC	115	-8	-7	-34*	0	2	-2	4	119
N#CC(c1ccc(Cl)nn1)c1ccc(Cl)cc1Cl (centres undefined)	21[may fluoresce violet]	4	-4	-2.9	0	-1	-11	-1	94
Cc1ccc(CNC(=O)Nc2ccc(F)cc2)n1C	94	x	x	2.2	0	x	-13	x	94
O=C(CCl)Nc1cccc(S(=O)(=O)NC2=NCCCCC2)c1	103	2	x	x	0	x	6	x	103
O=c1c2ccccc2sc2ccc(Cl)cc12	96	1	-3	-1.4	0	-4	0	-1	109
CCn1c(CN2CCN(CCO)CC2)nc2ccccc21	94	7	1	-0.1	0	-4	9	0	99
Cc1ccc(C(=O)Nc2ncccc2O)cc1S(=O)(=O)N1CCCCC1	94	-6	4	-2.9	0	6	10	8	91
CC(=O)NC(=O)COC(=O)/C=C/c1c(C)nn(Cc2c(Cl)cccc2Cl)c1Cl	94	10	-1	0.3	0	0	10	-9	90
CCc1ccc(-n2c(SCC(=O)N3CCC(C(=O)O)CC3)nnc2-c2ccncc2)cc1	95	-4	-3	2.6	3	-7	3	0	88
CC1CCCC(C)N1C(=O)CSc1nc2ccccc2s1 (centres undefined)	91	4	4	-0.2	0	2	10	-3	85
COc1ccc(CNC(=O)[C@@H]2CC=C[C@@H]3CCN(Cc4ccccc4)C(=O)[C@@H]32)cc1	111	4	-1	3.3	2	3	26	-2	102
CC(C)CCOc1cccc(OCC(=O)NC2CCS(=O)(=O)C2)c1 (centres undefined)	103	4	11	0.5	0	7	6	1	96
FC(F)Oc1ccc(NC(=S)Nn2cnnc2)cc1	97	11	-1	0.9	0	7	-9	5	89

The list goes on.
mol	AGP1-GFP MLPCN	GLD-1 RNA inh	MCL1 BIM primary	MEX-5 binding	GRK2 inh	BCLXL inh	VLA-4 inh	Fam108B inh	CIT2-GFP yeast
Cc1nonc1CC(=O)N1CCCC(C(=O)c2ccc(Cl)cc2)C1 (centres undefined)	100	0	0	0.7	4	4	2	1	104
CCOc1ccccc1C(=O)N[C@H](C(=O)NNC(=O)c1cccs1)C(C)C	99	12	x	x	4	x	-2	x	95
CCOC(=O)C1(CCOc2ccccc2)CCN(Cc2ccc(OC)cc2)CC1	104	6	11	1.2	0	1	-3	2	112
O=C(Nc1ccccc1F)c1coc(=O)c(Br)c1	111	-2	1	-56*	0	4	39	-3	115
